High-throughput results (PubChem)
SIRT5 inh – blocks human SIRT5 desuccinylation of peptide; actives 1.1% (n = 330,000); Q9NXA8; AID 652115; Purified SirT5, succinyl-peptide AMC, trypsin-coupled fluorescence; inhibition, % at 15 µM; in the data active means inhibition above about 15%; inconclusive means no clear call, values can overlap the other calls
E-sel inducer – induces E-selectin expression in human endothelial cells | P16581 | HUVEC E-selectin immunofluorescence imaging; normalized: neutral wells 0, TNF-alpha wells 100 | actives 0.37% (n = 260,000) | activation, % at 7.58 µM | AID 686992;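 active means mean E-selectin-positive cell signal at least 10% of the positive control, reached in at least 60% of replicates, without over 20% cell loss; inconclusive means no rule given, readout overlaps actives, possibly toxicity-flagged; inactive means the rest, including those meeting only one limit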;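 further: in these data hits start at about 27%; measured in HUVEC primary endothelial cells; signal is the percent of cells scored E-selectin positive by PE staining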
Target sequence (P16581 whole entry, looked up): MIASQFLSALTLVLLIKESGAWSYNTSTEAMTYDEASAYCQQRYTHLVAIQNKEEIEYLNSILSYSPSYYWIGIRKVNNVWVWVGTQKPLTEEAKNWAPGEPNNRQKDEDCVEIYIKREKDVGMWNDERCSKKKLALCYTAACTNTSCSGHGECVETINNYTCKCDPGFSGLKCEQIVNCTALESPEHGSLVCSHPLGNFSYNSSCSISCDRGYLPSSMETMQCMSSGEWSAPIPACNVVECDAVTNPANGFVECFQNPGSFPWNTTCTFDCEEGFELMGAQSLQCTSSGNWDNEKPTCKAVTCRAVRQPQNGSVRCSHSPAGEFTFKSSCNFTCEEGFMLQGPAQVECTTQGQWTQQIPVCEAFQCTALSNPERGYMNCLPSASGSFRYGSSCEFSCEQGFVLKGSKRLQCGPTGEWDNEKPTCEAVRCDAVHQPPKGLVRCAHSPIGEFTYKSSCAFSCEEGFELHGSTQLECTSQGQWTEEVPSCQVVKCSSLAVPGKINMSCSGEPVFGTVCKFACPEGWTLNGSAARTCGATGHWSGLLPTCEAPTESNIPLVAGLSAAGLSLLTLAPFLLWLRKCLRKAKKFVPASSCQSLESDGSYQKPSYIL
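Test system: HUVEC; input: 3,000 HUVEC/well; measured by: immunofluorescence imaging; read-out: % PE-positive cells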
C2C12 statin – suppression of simvastatin myotoxicity | C2C12 myotubes + simvastatin, ATP luminescence, 48 h; scaled: DMSO 0, geranylgeraniol control 100 | rescue of ATP level, % at 7.49 µM | AID 602340 | actives 0.78% (n = 330,000);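 active means mean ATP rescue above about 67%, or every replicate alone reaching that limit, limit read from the data, passing the limit was not always enough; inconclusive means no clear call, values can overlap the other calls; inactive means mean under the limit and some replicate under it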;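 further: myotubes were challenged with 10 µM simvastatin during compound exposure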
S100A4 inh HTS – inhibitors of human S100A4 binding to myosin IIA peptide. inhibition, % at 10.7 µM. S100A4/TAMRA-MyoIIA peptide fluorescence polarization. P26447. actives 0.14% (n = 360,000);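 active means mean inhibition of at least 70% across replicates, with every replicate also reaching that level; inconclusive means mean inhibition reaches 70% but some replicates fall short; inactive means mean inhibition below 70%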
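Assay system: human S100A4 monomer with TAMRA-labelled myosin IIA peptide / Buffer or medium: Calcium-containing HEPES buffer, pH 7.2 / Reagent: TAMRA-labelled myosin IIA heavy-chain peptide probe, 5 nM / Compound: one dose per compound / Timing: polarization read 5 min after assay mix addition, stable 5–60 min / Benchmarks: neutral control DMSO, positive control TFP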
DENV2 CPE rescue – protects cells from dengue virus 2 cytopathic effect | DENV2-infected cells, cytopathic effect rescue, plate reader | CPE inhibition, % at 9.99 µM | actives 1.7% (n = 350,000); in the data active means CPE inhibition above about 20%, passing the limit was not always enough; inconclusive means no clear call, values can overlap the other calls; tested in BHK-21 cells;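 further: 0% = median of neutral control wells and 100% = median of positive control wells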
ERp5 inh – inhibitors of human ERp5; Q15084; ERp5 insulin aggregation, absorbance 650 nm, 90 min; inhibition, % at 9.99 µM; actives 0.05% (n = 350,000);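 active means mean replicate inhibition above about 25%, with every replicate also reaching it, limit read from the data, passing the limit was not always enough; inconclusive means only one of those two criteria met; inactive means neither criterion met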
Target sequence (Q15084 whole entry, looked up): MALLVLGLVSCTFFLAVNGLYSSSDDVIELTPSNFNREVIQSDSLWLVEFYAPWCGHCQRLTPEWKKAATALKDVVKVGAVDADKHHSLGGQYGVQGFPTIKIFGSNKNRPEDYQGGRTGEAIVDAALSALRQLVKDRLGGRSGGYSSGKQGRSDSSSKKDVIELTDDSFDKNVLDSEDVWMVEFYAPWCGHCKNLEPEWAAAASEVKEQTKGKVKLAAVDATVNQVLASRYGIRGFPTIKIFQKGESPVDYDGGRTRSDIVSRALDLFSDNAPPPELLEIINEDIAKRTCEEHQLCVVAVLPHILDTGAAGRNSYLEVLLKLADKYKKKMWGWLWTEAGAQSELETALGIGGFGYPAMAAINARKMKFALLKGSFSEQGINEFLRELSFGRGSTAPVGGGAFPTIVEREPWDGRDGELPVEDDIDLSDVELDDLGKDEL
PglD DTNB – blocks C. jejuni PglD acetyltransferase activity. purified PglD enzyme, DTNB colorimetric CoA detection. inhibition, % at 12.5 µM. actives 0.098% (n = 360,000); in the data active means inhibition above about 16%, passing the limit was not always enough; inconclusive means no clear call, values can overlap the other calls; further: strong numbers were not always called active
* hit, by the source's call. These rows are one share of the data; count on the stated rates, not on these rows.

For CN(C)S(=O)(=O)c1cccc(NC(=O)c2ccc(-n3cncn3)c([N+](=O)[O-])c2)c1 the results were SIRT5 inh -1, E-sel inducer -0.2, C2C12 statin -1, S100A4 inh HTS -1, DENV2 CPE rescue -4, ERp5 inh 2 and PglD DTNB 0.
Screening CCC(=O)N(C)C[C@H]1Oc2ncc(C#Cc3ccncc3)cc2C(=O)N([C@@H](C)CO)C[C@H]1C returned SIRT5 inh 0, E-sel inducer 0.0, C2C12 statin 9, S100A4 inh HTS -5, DENV2 CPE rescue -4, ERp5 inh 7 and PglD DTNB -4.
CCN1CCCC1CNc1ccc(S(C)(=O)=O)cc1[N+](=O)[O-] (configuration not stated) was read as SIRT5 inh -1, C2C12 statin -5, S100A4 inh HTS -12, DENV2 CPE rescue inconclusive, ERp5 inh 1 and PglD DTNB 0.
For Cc1nn(-c2ccccc2)c(C)c1NC(=O)COc1ccccc1C#N the results were E-sel inducer -0.1, C2C12 statin -20, S100A4 inh HTS -5, DENV2 CPE rescue 10, ERp5 inh 3 and PglD DTNB -3.
For C[C@H](CO)N1C[C@H](C)[C@@H](CN(C)C(=O)Nc2cccc3ccccc23)OCCCC[C@H](C)Oc2ccc(NC(=O)CCCN(C)C)cc2C1=O the results were SIRT5 inh -2, E-sel inducer 0.1, S100A4 inh HTS 9, DENV2 CPE rescue 15, ERp5 inh 0 and PglD DTNB 1.
Cc1ccc(-n2ncc(Cl)c2C(=O)NC2CC2)cc1 was read as SIRT5 inh 1, E-sel inducer -4.7, C2C12 statin -1, S100A4 inh HTS 7, DENV2 CPE rescue 2 and ERp5 inh -3.
`COc1ccc(S(=O)(=O)Nc2ccc3c(c2)C(=O)N([C@@H](C)CO)C[C@H](C)[C@H](CN(C)S(=O)(=O)c2ccc(OC)cc2)OCCCC[C@H](C)O3)cc1` gave E-sel inducer 0.2, DENV2 CPE rescue -13 and PglD DTNB -3.
For Cc1noc(C)c1NC(=O)N1C[C@H](O)COC[C@@H]2O[C@@H](CC(=O)NCC3CC3)CC[C@H]21 the results were SIRT5 inh 1, E-sel inducer -0.1, C2C12 statin 4, S100A4 inh HTS 1, ERp5 inh -1 and PglD DTNB 0.
Screening COc1ccc(CN(C)C(=O)c2cccc(S(=O)(=O)N3CCN(c4ccccc4)CC3)c2)c(OC)c1OC returned SIRT5 inh 3, E-sel inducer -1.6, C2C12 statin -15, S100A4 inh HTS 0, DENV2 CPE rescue 20 and ERp5 inh 0.
`Cc1ccc(C)c(NC(=O)CS(=O)(=O)c2cn(C)c3ccccc23)c1` gave SIRT5 inh -2, C2C12 statin 7, S100A4 inh HTS -3, DENV2 CPE rescue 15, ERp5 inh 4 and PglD DTNB 1.
For O=C(NCc1ccccn1)C1CCC(=O)N(Cc2ccc(Cl)cc2)C1 (configuration not stated) the results were SIRT5 inh 37*, E-sel inducer 0.2, C2C12 statin -3, S100A4 inh HTS -8, DENV2 CPE rescue 10, ERp5 inh 3 and PglD DTNB 3.
`Cc1ccc(S(=O)(=O)N(C)C[C@H]2Oc3ccc(NS(=O)(=O)c4ccc(Cl)cc4)cc3CC(=O)N([C@@H](C)CO)C[C@H]2C)cc1` gave SIRT5 inh 7, E-sel inducer -0.3, C2C12 statin 31, S100A4 inh HTS -5, DENV2 CPE rescue 27*, ERp5 inh 4 and PglD DTNB 2.
`Cc1noc(C)c1NC(=O)Nc1ccc2c(c1)C(=O)N([C@H](C)CO)C[C@H](C)[C@@H](CN(C)C(=O)Nc1cccc3ccccc13)O2` gave SIRT5 inh 1, E-sel inducer 0.2, C2C12 statin 64, S100A4 inh HTS 0, DENV2 CPE rescue inconclusive, ERp5 inh 4 and PglD DTNB 1.
`Cc1ccc(NC(=O)CSc2nc(-c3ccco3)nc3cc(=O)[nH]n23)c(Cl)c1` gave SIRT5 inh 1, C2C12 statin 14, S100A4 inh HTS 1, DENV2 CPE rescue 1, ERp5 inh -1 and PglD DTNB -1.
`COc1ccc(NC(=O)N(C)C[C@H]2Oc3ccc(NC(=O)NC4CCCCC4)cc3CC(=O)N([C@H](C)CO)C[C@H]2C)cc1` gave SIRT5 inh 6, E-sel inducer -2.3, C2C12 statin 8, S100A4 inh HTS 8, DENV2 CPE rescue -3, ERp5 inh 1 and PglD DTNB 2.
`N#C/C(=C\c1cccnc1)C(=O)Nc1ccc(SC(F)F)cc1` gave SIRT5 inh -6, E-sel inducer 0.3, C2C12 statin 9, S100A4 inh HTS -1, DENV2 CPE rescue -3, ERp5 inh -2 and PglD DTNB -13.
Screening CC1CN(C(=O)COC(=O)Cc2ccc(Cl)cc2)CC(C)O1 (configuration not stated) returned SIRT5 inh 0, E-sel inducer 0.5, C2C12 statin -8, S100A4 inh HTS -3, DENV2 CPE rescue -8, ERp5 inh -8 and PglD DTNB -3.
Cc1ccc(S(=O)(=O)NCC(=O)N(CC(=O)NCc2ccco2)C2CCCC2)cc1 was read as SIRT5 inh -5, E-sel inducer 0.1, C2C12 statin 18, S100A4 inh HTS 2, DENV2 CPE rescue 4, ERp5 inh 2 and PglD DTNB -4.
`CC(=O)Nc1ccc2c(O)cc(S(=O)(=O)O)cc2c1` gave SIRT5 inh 4, E-sel inducer 2.0, C2C12 statin -3, S100A4 inh HTS -3, DENV2 CPE rescue 3, ERp5 inh 1 and PglD DTNB 1.
`Cc1ccc(C(C)NC(=S)NCc2ccc(F)cc2)c(C)c1` (configuration not stated) gave SIRT5 inh -13, E-sel inducer -0.2, C2C12 statin -3, S100A4 inh HTS 9, DENV2 CPE rescue 15, ERp5 inh 1 and PglD DTNB -3.
For O=C(C1CCCC1)N1CCCCN2[C@H](C1)[C@@H](c1ccc(C#CC3CC3)cc1)[C@@H]2CO the results were SIRT5 inh 4, S100A4 inh HTS 0, DENV2 CPE rescue 9, ERp5 inh 0 and PglD DTNB 3.
`CN(C)S(=O)(=O)c1ccc2c(c1)c(=O)c(C(=O)NCCCN1CCCCCC1)cn2C` gave E-sel inducer -0.1, C2C12 statin -8, S100A4 inh HTS -1, DENV2 CPE rescue -1, ERp5 inh 7 and PglD DTNB -2.
For O=C(Cn1nnc(-c2ccc(CN3CCOCC3)cc2)n1)Nc1nc(-c2ccccc2)cs1 the results were E-sel inducer 0.1, C2C12 statin 24 and PglD DTNB 2.
COc1ccc(S(=O)(=O)Nc2cccc(S(=O)(=O)N3CCCCC3)c2)cc1 was read as E-sel inducer -0.2, C2C12 statin 5, S100A4 inh HTS 1, DENV2 CPE rescue 7, ERp5 inh -6 and PglD DTNB -1.

Overlap with the part before: four entries, then new ones.
For O=C(C1CCCC1)N1CCCCN2[C@H](C1)[C@@H](c1ccc(C#CC3CC3)cc1)[C@@H]2CO the results were SIRT5 inh 4, S100A4 inh HTS 0, DENV2 CPE rescue 9, ERp5 inh 0 and PglD DTNB 3.
`CN(C)S(=O)(=O)c1ccc2c(c1)c(=O)c(C(=O)NCCCN1CCCCCC1)cn2C` gave E-sel inducer -0.1, C2C12 statin -8, S100A4 inh HTS -1, DENV2 CPE rescue -1, ERp5 inh 7 and PglD DTNB -2.
For O=C(Cn1nnc(-c2ccc(CN3CCOCC3)cc2)n1)Nc1nc(-c2ccccc2)cs1 the results were E-sel inducer 0.1, C2C12 statin 24 and PglD DTNB 2.
COc1ccc(S(=O)(=O)Nc2cccc(S(=O)(=O)N3CCCCC3)c2)cc1 was read as E-sel inducer -0.2, C2C12 statin 5, S100A4 inh HTS 1, DENV2 CPE rescue 7, ERp5 inh -6 and PglD DTNB -1.
For O=C(Nc1ccc(C(=O)N2CCCC2)cc1)c1ccccc1F the results were SIRT5 inh -4, C2C12 statin -59, S100A4 inh HTS 6, DENV2 CPE rescue -5, ERp5 inh 3 and PglD DTNB 3.
For O=C(Nc1ccc(Cl)cc1)Nc1nnc(CSCc2ccccc2Cl)s1 the results were SIRT5 inh 2, S100A4 inh HTS -1, DENV2 CPE rescue -11 and ERp5 inh -1.
`Cc1c(Nc2nc(C(F)(F)F)nc3ccccc23)c(=O)n(-c2ccccc2)n1C` gave SIRT5 inh -1, E-sel inducer 0.5, C2C12 statin -4, S100A4 inh HTS 3, DENV2 CPE rescue 0, ERp5 inh 0 and PglD DTNB -1.
O=C(NCCCn1ccnc1)C(=O)NCC1OCCN1S(=O)(=O)c1ccc2c(c1)OCCO2 (configuration not stated) was read as SIRT5 inh -12, E-sel inducer -0.1, S100A4 inh HTS 0, DENV2 CPE rescue 0 and ERp5 inh 4.
`CCCN1CCN(C(=O)CCCn2c(C)c3cnn(-c4ccccc4)c(=O)c3c2C)CC1` gave SIRT5 inh 2, E-sel inducer 0.3, C2C12 statin 1, S100A4 inh HTS -8, DENV2 CPE rescue 5, ERp5 inh -2 and PglD DTNB -9.
For CN1C(=O)c2cc(NC(=O)c3cccs3)ccc2OC[C@@H]2O[C@@H](CC(=O)NCC3CC3)CC[C@H]21 the results were E-sel inducer -0.2, C2C12 statin -7, DENV2 CPE rescue -2 and PglD DTNB 2.
Screening O=C(COC(=O)c1ccc(Cl)c(Cl)c1)NC1CCCC1 returned SIRT5 inh -3, E-sel inducer -0.1, C2C12 statin 5, S100A4 inh HTS 7, DENV2 CPE rescue 19, ERp5 inh 3 and PglD DTNB 1.
For CCOC(=O)c1c(C)n(OCc2ccccc2)c2ccc3nonc3c12 the results were SIRT5 inh -5, C2C12 statin 27, S100A4 inh HTS -3, DENV2 CPE rescue -1, ERp5 inh -1 and PglD DTNB -4.
For COc1ccc(CNC(=O)C(c2ccncc2)N(C(=O)Cc2cccs2)c2cccc(C)c2)cc1 (configuration not stated) the results were SIRT5 inh -2, C2C12 statin -17, S100A4 inh HTS 11, DENV2 CPE rescue 5 and ERp5 inh -2.
CO[C@@H](CN(C)C(=O)c1cc(Cl)cc(Cl)c1)[C@@H](C)CN(C(=O)Nc1ccc(F)cc1)[C@@H](C)CO was read as SIRT5 inh 6, E-sel inducer 0.2, C2C12 statin 3, S100A4 inh HTS -2, DENV2 CPE rescue inconclusive, ERp5 inh -3 and PglD DTNB 3.
CCc1ncc(C(=O)c2ccc(OC)cc2)n1C was read as SIRT5 inh 1, C2C12 statin 7, S100A4 inh HTS -2, DENV2 CPE rescue -7, ERp5 inh -6 and PglD DTNB 5.
Screening COc1ccc(Br)cc1CN1CCCCCC1 returned SIRT5 inh -1, E-sel inducer 0.1, C2C12 statin -2, S100A4 inh HTS 0, DENV2 CPE rescue -1, ERp5 inh -1 and PglD DTNB -8.
`COc1ccc(C(=O)OCC(=O)N2CCN(S(=O)(=O)c3ccc(C)cc3)CC2)cc1[N+](=O)[O-]` gave SIRT5 inh -2, E-sel inducer 1.1, C2C12 statin 33, S100A4 inh HTS -1, DENV2 CPE rescue inconclusive, ERp5 inh 14 and PglD DTNB -1.
Screening CCN(CC)C(=O)[C@H]1C[C@@H]2[C@H](C[C@@H](c3ccccc3)[C@H]1C)N(c1ccc(F)cc1)C(=O)N2CCCOc1ccccc1 returned E-sel inducer -0.1, S100A4 inh HTS 2, DENV2 CPE rescue -1 and ERp5 inh 3.
Screening Cc1ccc(C(c2c(C)n(C)n(-c3ccccc3)c2=O)c2c(C)n(C)n(-c3ccccc3)c2=O)s1 returned SIRT5 inh -3, C2C12 statin -4, S100A4 inh HTS 1, DENV2 CPE rescue 1 and ERp5 inh 4.
CCn1c(C)nc2cc(C(=O)NNC(=S)Nc3ccc(Cl)cc3)ccc21 was read as SIRT5 inh 4, E-sel inducer -0.1, C2C12 statin 2, S100A4 inh HTS -10, DENV2 CPE rescue 3, ERp5 inh -1 and PglD DTNB 0.
